Bioassay records deposited in PubChem BioAssay by National Center for Advancing Translational Sciences (NCATS).
HP1b chromo inh = HTS for Inhibitors of HP1-beta Chromodomain Interactions with Methylated Histone Tails | AlphaScreen HP1-beta / biotin-H3K9me3 peptide binding | Potency, µM (titrated, usually from 114 µM), for inactives: at the highest dose activity change, negative = inhibition, most hits filed as inhibitors | 0.56% of 390,000 active | AID 540317, 2011; also: nearly all actives have a fitted effect of over 70% in size; inactives centre near 23
Target sequence (P83916 whole entry, looked up): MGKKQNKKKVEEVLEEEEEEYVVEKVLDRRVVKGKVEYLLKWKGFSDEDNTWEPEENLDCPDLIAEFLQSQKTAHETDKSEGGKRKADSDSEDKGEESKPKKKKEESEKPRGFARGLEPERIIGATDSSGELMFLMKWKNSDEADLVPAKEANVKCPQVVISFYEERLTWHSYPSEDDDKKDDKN
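Compound inhibition of the preformed complex between 50 nM HP1-beta and 50 nM biotinylated H3K9me3 peptide was read by AlphaScreen. Buffer was PBS pH 7.4 with 0.01% Tween-20. Incubations ran 30 min at room temperature, with 10 ug/mL donor/acceptor beads.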
12-LOX inh = Primary qHTS assay for inhibitors of human arachidonate 12S-lipoxygenase (ALOX12): Round 2; 1.1% of 580,000 active; AID 1671190, 2021; Potency, µM (titrated, usually from 108 µM), inactives show at the top dose activity change, negative = inhibition, usual class: inhibitors; purified 12hLO, xylenol orange hydroperoxide absorbance; also: % is scaled to controls: 0 for no effect and ±100 for the full control effect
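Purified human 12hLO at 150 nM in 25 mM Hepes, 0.01% Triton X-100, pH 7.0, preincubated 15 min at room temperature with compound. Reaction started with 40 uM arachidonic acid, 30 min at room temperature. Hydroperoxide measured by Fe-xylenol orange, 573/405 nm absorbance ratio.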
RGS4 inhibitor = Inhibitors of Regulator of G Protein Signaling (RGS) 4: qHTS; Regulator of G-protein signaling 4 (Homo sapiens), P49798; Transcreener GDP fluorescence polarization, RGS4-accelerated GTP hydrolysis; Potency, µM (top dose mostly 114 µM), without a hit: top-dose activity change, negative = inhibition, usual class: inhibitors; 0.039% of 390,000 active; AID 504845, 2011; also: % is scaled to controls: 0 for no effect and ±100 for the full control effect; nearly all actives have a fitted effect of over 75% in size; some results filed as inactive show a strong effect at the top dose
Target sequence (P49798 whole entry, looked up): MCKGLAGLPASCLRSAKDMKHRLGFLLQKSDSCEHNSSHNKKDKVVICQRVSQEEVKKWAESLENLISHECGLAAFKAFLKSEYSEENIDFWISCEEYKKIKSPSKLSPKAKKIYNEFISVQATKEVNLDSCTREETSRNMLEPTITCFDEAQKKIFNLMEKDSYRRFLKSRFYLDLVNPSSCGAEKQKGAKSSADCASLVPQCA
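MLSMR compounds (23 nl, pin-transferred) preincubated 10 min at room temperature with a 500nM (2x) first reagent, then RGS4 at 900nM (2x) plus Transcreener GDP mix added; fluorescence polarization (620/688 nm) read before and after 90 min at 30 °C.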
ERG Ets-DNA blk = qHTS for Small Molecule Inhibitors of the ERG Ets/DNA interaction; AID 624246, 2012; 0.028% of 370,000 active; fluorescence polarization, His-ERG Ets domain / labelled DNA; Potency, µM (top dose mostly 76.9 µM), for the others: top-dose FP activity, negative = inhibition, usual class: inhibitors; active = well fitted inhibition curve with a large enough effect in the polarisation, with a control signal flat; inconclusive = small, poorly fitted or top-dose-only effect, or effect the other way, or a change in a side signal; inactive = no such curve, though single readings can be large or run the other way; the % refers to the polarisation;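 also: polarization taken with two DNA probes labelled with fluorescein and Texas red; % of control where 0% means no effect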
Target sequence (P11308 whole entry, looked up, the tested form may be a part): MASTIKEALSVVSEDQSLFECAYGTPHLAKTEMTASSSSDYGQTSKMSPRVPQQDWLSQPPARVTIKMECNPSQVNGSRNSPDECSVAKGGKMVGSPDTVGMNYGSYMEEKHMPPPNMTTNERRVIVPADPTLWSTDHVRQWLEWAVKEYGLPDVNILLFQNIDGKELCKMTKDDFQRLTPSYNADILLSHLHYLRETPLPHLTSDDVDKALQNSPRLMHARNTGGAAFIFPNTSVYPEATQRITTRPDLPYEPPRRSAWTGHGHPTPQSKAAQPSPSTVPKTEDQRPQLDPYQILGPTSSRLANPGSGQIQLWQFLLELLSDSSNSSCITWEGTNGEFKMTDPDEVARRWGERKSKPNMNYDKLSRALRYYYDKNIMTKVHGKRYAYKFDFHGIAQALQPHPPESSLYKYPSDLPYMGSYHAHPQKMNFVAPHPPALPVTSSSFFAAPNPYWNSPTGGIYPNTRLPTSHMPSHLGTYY
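His-tagged ERG Ets domain (1 uM in the protein solution; 300mM KCl, 50mM Tris-HCl, 1mM EDTA, 1mM DTT, pH 7.5) received compound, then a probe mix of 5 nM fluorescein-DNA and 100nM Texas-615-DNA. Fluorescence polarization was read for both dyes.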
GLS inhibitor = qHTS for Inhibitors of Glutaminase (GLS). Glutaminase kidney isoform, mitochondrial (Homo sapiens), O94925. GLS enzymatic activity, qHTS titration. Potency, µM (series often up to 45.5 µM), for inactives: top-dose activity change, negative = inhibition, most hits filed as inhibitors. 0.21% of 410,000 active. AID 624170, 2012; also: % is scaled to controls: 0 for no effect and ±100 for the full control effect
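Two-point fluorescence kinetic (t0, 30 min RT) for hKGA; glutamate detected via glutamate oxidase–HRP–Amplex Red. Substrate: 1 mM L-glutamine solution; buffer 45 mM KH2PO4, pH 8.2.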
Pin1 inhibitor = qHTS Assay to Find Inhibitors of Pin1. Pin1 FP peptide displacement, HiFluor488, 10 min. 0.009% of 390,000 active. AID 504891, 2011. Potency, µM (doses to about 115 µM), without a hit: at the top dose activity, negative = inhibition, usual class: inhibitors; active = well fitted inhibition curve with a large enough effect in the polarisation, with a control signal flat, not every such curve was filed as active; inconclusive = small, poorly fitted or top-dose-only effect, or effect the other way, or a change in a side signal; inactive = no such curve, though single readings can be large or run the other way; the % refers to the polarisation; also: % is scaled to controls: 0 for no effect and ±100 for the full control effect
Target sequence (Q13526 whole entry, looked up): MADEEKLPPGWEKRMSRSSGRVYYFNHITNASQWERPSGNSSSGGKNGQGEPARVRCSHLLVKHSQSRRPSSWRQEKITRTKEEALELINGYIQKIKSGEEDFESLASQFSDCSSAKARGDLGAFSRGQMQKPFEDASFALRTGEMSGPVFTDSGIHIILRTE
rTrxR1 inhibitor = qHTS Assay for Inhibitors of Mammalian Selenoprotein Thioredoxin Reductase 1 (TrxR1): qHTS; 1% of 390,000 active; Potency, µM (top dose mostly 114 µM), for the others: at the top dose activity change, negative = inhibition, actives largely listed as inhibitors; Thioredoxin reductase 1, cytoplasmic (Rattus norvegicus), O89049; recombinant rTrxR1, NADPH fluorescence consumption, selenite substrate; also: % is scaled to controls: 0 for no effect and ±100 for the full control effect; nearly all actives have a fitted effect of over 65% in size
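Rat TrxR1 (90 nM in the dispensed reagent) was pre-reduced with 400 uM NADPH for 5 min at room temperature, then incubated with compound for 15 min. After 400 uM selenite was added, NADPH fluorescence (Ex 340/Em 450 nm) was followed for 8 min.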
Tb PGK inh = qHTS Assay to Find Inhibitors of Phosphoglycerate Kinase. Phosphoglycerate kinase, glycosomal (Trypanosoma brucei brucei), P07378. PGK/GAPDH coupled, Kinase-Glo luminescence, 60 min. Potency, µM (top dose mostly 57.5 µM), for inactives: top-dose activity change, negative = inhibition, hits mostly inhibitors. 0.043% of 380,000 active. AID 602233, 2012; also: % is scaled to controls: 0 for no effect and ±100 for the full control effect; nearly all actives have a fitted effect of over 60% in size
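Luminescent ATP detection (Kinase-Glo Plus) follows a 60-minute room-temperature incubation, with wells lacking PGK as controls. Buffer: 100 mM TEA (pH 7.6), 5 mM MgCl2, 0.01% Tween-20. Coupling enzyme GAPDH (100 nM final) supplies unstable 1,3-BPG in-well.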
JMJD2A Tudor = qHTS Assay for Inhibitors of JMJD2A-Tudor Domain; AlphaScreen JMJD2A-Tudor / H3K4me3 peptide binding; Potency, µM (doses to about 114 µM), without a hit: top-dose activity change, negative = inhibition, usual class: inhibitors; 4.4% of 390,000 active; also: % is scaled to controls: 0 for no effect and ±100 for the full control effect; nearly all actives have a fitted effect of over 50% in size
The depositor's hits bear a star; i = inactive; ? = inconclusive; · = not tested or not shown; & = joins results of further samples; [ ] = remark or other dose. Unless noted, calls follow the shape of the dose curve; as a rule, active = well fitted curve in the direction sought with a large enough effect; inconclusive = small, poorly fitted or top-dose-only effect, or another doubt; inactive = no such curve, though single readings can be large; an effect the other way counts as inactive or inconclusive. Potency is read from the fitted curve at half-maximal effect. Only part of the results is shown; rates above refer to the full screens.

SMILES	HP1b chromo inh	12-LOX inh	RGS4 inhibitor	ERG Ets-DNA blk	GLS inhibitor	Pin1 inhibitor	rTrxR1 inhibitor	Tb PGK inh	JMJD2A Tudor
CCOc1ccc(CNC(=O)C2CCN(S(=O)(=O)N3CCC(C)CC3)CC2)cc1OC	10.8%	18.0%&-15.4%&11.1%	23.8%	-7.3%	-9.0%&0.1%	-3.9%	19.5%[57.1 µM]	-4.4%&-5.7%	-22.6%
CC(C(=O)N1CCOCCOCCOCCOCCOCC1)N1C(=O)c2ccccc2C1=O (centres undefined)	38.2%	5.2%	-12.6%	2.1%	-16.5%	2.2%	-4.7%[57.1 µM]	-1.1%	-4.9%
O=C(Cc1ccc([N+](=O)[O-])cc1)c1ccc(O)cc1O	26.7%	-7.6%	11.7%	-1.0%	11.9%	7.7%	-7.4%	0.5%	-16.8%
O=S1(=O)C2CC3C=CC2(CN1Cc1ccccc1)O3 (centres undefined)	44.4%[activator]	·	1.1%	·	·	0.7%	-3.7%	·	-15.2%
CN(C)S(=O)(=O)c1cccc(NC(=S)NC2CCCCC2)c1	4.6%	-12.0%	-26.3%	-7.5%	4.2%	-3.2%	-17.8%	-3.9%	-24.7%
C=CCN(c1ccccc1)S(=O)(=O)c1cccc(C(=O)NCC(c2cccs2)N2CCOCC2)c1 (centres undefined)	12.5%	15.5%	-5.9%	-3.9%	3.7%	-0.2%	-8.7%	-7.2%	-35.9%
O=C(Cc1csc2nc(-c3ccccc3)cn12)NCc1ccc(F)cc1	19.9%[57 µM]	-6.8%	17.6%	2.9%	1.8%	-3.8%	25.5%[57.1 µM]	i	-10.9%
COc1cc(CNCCN(C)C)c(Br)cc1OCC(=O)NCc1ccccc1	20.5%	1.0%	2.4%	·	0.1%	1.9%	-15.9%	-9.6%	-30.3%
CN(C)CCCN1c2ccc([N+](=O)[O-])cc2CCc2cc([N+](=O)[O-])ccc21	?	31.6µM*	-22.2%	·	10.7%	-0.6%	-7.8%	-4.0%	17.8µM*
Nc1nc2ccc(O)cc2s1	15.2%	0.0%	17.2%	-8.7%	12.6µM*	-4.0%	-7.5%	i	-13.9%
COC(=O)c1noc(-c2ccc(OC)cc2)n1	37.2%	8.4%	8.3%	7.6%	14.9%	0.4%	11.5%[57.1 µM]	1.9%	-27.7%
CCOc1ccc(S(=O)(=O)Nc2ccc(C(=O)NCC(c3ccc(OC)cc3)N3CCOCC3)cc2)cc1 (centres undefined)	13.2%	?	-21.8%	-17.3%	13.1%	2.4%	4.5%	-2.1%	-28.4%
CCN(Cc1ccncc1)C(=O)c1cccc(S(=O)(=O)N2CCCCC2)c1	33.3%	1.3%	8.5%	-1.5%	-1.3%	0.9%	12.2%	-3.2%	-11.5%
Cc1c(C(=O)NCc2cccs2)oc2ccccc12	79.2%[activator]	20.5%	-23.7%	0.2%	-0.1%	3.2%	9.4%	i	17.3%
CCOc1ccccc1NC(=O)Nc1ccccn1	28.3%	10.4%	-7.1%	0.2%	-14.3%	0.7%	26.5%	-1.1%	-7.0%
CCOC(=O)CN=C(NS(=O)(=O)c1ccc(Cl)cc1)c1ccccc1	45.8%[activator]	-1.4%	-11.4%	7.6%	-3.2%	0.3%	34.9%[57.1 µM]	-1.4%	-8.6%
O=C(NCc1cccnc1)C(=O)NCC(c1ccco1)N1CCOCC1 (centres undefined)	60.9%[activator]	-3.4%	4.2%[11.4 µM]	0.9%	3.7%	-12.3%	-8.9%	-0.5%	0.7%[11.4 µM]
CCC(=O)NCCCCCCCCCNC(=O)CC	10.0%	-15.6%	0.1%	-0.6%	1.2%	-0.1%	4.0%[57.1 µM]	-3.0%	-14.1%
Nc1nc(Cl)cc(Sc2ccc3ccccc3c2)n1	10.7%	-2.2%	-20.4%	-1.9%	-1.1%	1.1%	26.5%[57.1 µM]	-8.9%	-7.9%
O=[N+]([O-])c1cccc(Oc2ncccc2[N+](=O)[O-])c1	13.1%	-4.2%	-2.2%	3.5%	1.1%	-6.7%	11.0%[57.1 µM]	-5.0%	-15.8%

Ordered by heavy-atom count (largest number first): part of the list above.
SMILES	HP1b chromo inh	12-LOX inh	RGS4 inhibitor	ERG Ets-DNA blk	GLS inhibitor	Pin1 inhibitor	rTrxR1 inhibitor	Tb PGK inh	JMJD2A Tudor
COc1cc(CNCCN(C)C)c(Br)cc1OCC(=O)NCc1ccccc1	20.5%	1.0%	2.4%	·	0.1%	1.9%	-15.9%	-9.6%	-30.3%
CCOC(=O)CN=C(NS(=O)(=O)c1ccc(Cl)cc1)c1ccccc1	45.8%[activator]	-1.4%	-11.4%	7.6%	-3.2%	0.3%	34.9%[57.1 µM]	-1.4%	-8.6%
CN(C)S(=O)(=O)c1cccc(NC(=S)NC2CCCCC2)c1	4.6%	-12.0%	-26.3%	-7.5%	4.2%	-3.2%	-17.8%	-3.9%	-24.7%

Following part
SMILES	HP1b chromo inh	12-LOX inh	RGS4 inhibitor	ERG Ets-DNA blk	GLS inhibitor	Pin1 inhibitor	rTrxR1 inhibitor	Tb PGK inh	JMJD2A Tudor
Cc1ccc(CNc2ncnc3c2nnn3C)cc1	1.4%	-0.6%	-7.4%	1.1%	6.3%	3.2%	0.7%[57.1 µM]	-3.1%	-14.9%
COc1cc(F)cc(C2=CC(=O)C[C@H](c3ccc(F)cc3)C2)c1	23.9%	-0.5%	14.9%	11.0%	-0.5%	-1.0%	23.3%	-4.1%	-2.8%
O=C(CNC(=S)NC(=O)c1cccs1)c1ccccc1	-8.2%	?	?	-18.8%	?	3.8%	5.9%[57.1 µM]	-7.3%	-32.4%
COC(=O)c1c(NC(=O)c2ccc(S(=O)(=O)N3CCOCC3)cc2)sc2c1CCN(C(C)C)C2	25.8%	-20.0%	1.2%	3.4%	18.6%	5.4%	2.0%	0.3%	-21.2%
Cn1c(CCN2CCCCC2)nc2cc(NC(=O)NC3CCCCC3)ccc21	13.6%	0.0%	18.2%[11.4 µM]	-4.0%	17.8%	9.0%	-14.5%	0.8%	7.1%[57.1 µM]
CN(Cc1nc2ccccc2[nH]1)Cc1nc(CC2CC2)no1	36.0%	2.0%	5.3%	1.9%	0.1%	-0.8%	30.7%	i	-22.4%
O=C1CCC([N+](=O)[O-])C(c2cccc(Cl)c2Cl)N1 (centres undefined)	29.8%	0.0%	-39.1%	-1.3%	3.7%	0.2%	6.4%[57.1 µM]	-2.6%	6.0%
Cc1ccc(C)c(Cn2nnc(C(=O)NCc3ccc(Cl)cc3Cl)c2N)c1	9.9%	-3.6%	-4.4%	-0.4%	-1.9%	5.2%	19.2%	-2.6%	-15.8%
COc1ccc(OCCCCn2c(C3CC(=O)N(c4cccc(Cl)c4)C3)nc3ccccc32)cc1 (centres undefined)	4.0%	-14.7%	-20.3%	-0.4%	0.1%	3.2%	29.8%	-2.2%	-23.2%
CCC(C(=O)NCc1ccco1)N(C(=O)CNS(=O)(=O)c1ccccc1)c1ccc(OC)cc1 (centres undefined)	5.8%	2.5%	-25.1%	6.7%	6.8%	-2.4%	-12.9%	i	?
CC(Cc1ccccc1)NC(=O)C1CCCNC1=O (centres undefined)	11.1%	14.4%	21.2%	·	15.0%	1.9%	24.7%	-2.9%	-6.8%
Cc1sc(-c2ccccn2)nc1OC(=O)c1ccc(Cl)cc1	-3.2%	?	-11.2%	-8.2%	5.8%	-0.8%	8.6%	-1.2%	25.1µM*
O=C(NCc1ccccc1F)c1ccncc1	3.0%	0.0%	22.2%	-7.7%	-0.9%	1.1%	4.0%	2.4%	-12.0%
Cc1nnc2n(Cc3ccccc3)c(=O)c3c4c(sc3n12)COC(C)(C)C4	18.9%	70.2%[activator]	15.3%	16.0%	9.5%	-1.3%	27.1%	-18.7%	-22.0%
COc1ccc(C(=O)Nc2cc3c4c(c2)C(C)C(=O)N4CCC3)cc1 (centres undefined)	19.7%	?	9.7%	-11.3%	-7.1%	-7.3%	-13.1%	i	-18.6%
COc1ccc(-n2c(N)c(C(=O)NCC3CCCO3)sc2=S)cc1 (centres undefined)	-1.8%	-15.9%	26.4%	1.4%	3.1%	0.3%	6.5%[57.1 µM]	i	-15.6%
CCOc1ccc2[nH]cc(C(=O)NCCc3ccccc3)c(=O)c2c1	22.4%	21.6%	32.1%	-0.5%	6.6%	1.9%	20.6%	-14.9%	-15.4%
COc1ccc(S(=O)(=O)N2CCN(C(=O)COc3ccc4c(C)cc(=O)oc4c3)CC2)cc1	28.4%	0.0%	-12.4%	7.7%	-6.1%	5.1%	1.4%[57.1 µM]	-6.1%	-1.4%
Cc1ccccc1OCCn1cc(C=O)c2ccccc21	28.3%	0.0%	-44.0%	3.9%	7.0%	-6.6%	13.6%[57.1 µM]	-4.2%	4.1%
Cc1ccc(N(C(=O)c2ccco2)C(C(=O)NC2CCCC2)c2ccco2)c(C)c1 (centres undefined)	-1.3%	-10.4%	-1.8%	-0.9%	17.7%	-0.3%	5.1%	-1.7%	-20.0%
